# GC-A act: GC-A (human) enzyme activation. activation, % at 10 µM. AID 1671463. P16066. HEK293 GC-A cells, cGMP TR-FRET, EC30 ANP; 0% at EC30 ANP, 100% saturating ANP. actives 0.14% (n = 370,000); in the data active = activation above about 40%
# Target sequence (P16066 whole entry, looked up): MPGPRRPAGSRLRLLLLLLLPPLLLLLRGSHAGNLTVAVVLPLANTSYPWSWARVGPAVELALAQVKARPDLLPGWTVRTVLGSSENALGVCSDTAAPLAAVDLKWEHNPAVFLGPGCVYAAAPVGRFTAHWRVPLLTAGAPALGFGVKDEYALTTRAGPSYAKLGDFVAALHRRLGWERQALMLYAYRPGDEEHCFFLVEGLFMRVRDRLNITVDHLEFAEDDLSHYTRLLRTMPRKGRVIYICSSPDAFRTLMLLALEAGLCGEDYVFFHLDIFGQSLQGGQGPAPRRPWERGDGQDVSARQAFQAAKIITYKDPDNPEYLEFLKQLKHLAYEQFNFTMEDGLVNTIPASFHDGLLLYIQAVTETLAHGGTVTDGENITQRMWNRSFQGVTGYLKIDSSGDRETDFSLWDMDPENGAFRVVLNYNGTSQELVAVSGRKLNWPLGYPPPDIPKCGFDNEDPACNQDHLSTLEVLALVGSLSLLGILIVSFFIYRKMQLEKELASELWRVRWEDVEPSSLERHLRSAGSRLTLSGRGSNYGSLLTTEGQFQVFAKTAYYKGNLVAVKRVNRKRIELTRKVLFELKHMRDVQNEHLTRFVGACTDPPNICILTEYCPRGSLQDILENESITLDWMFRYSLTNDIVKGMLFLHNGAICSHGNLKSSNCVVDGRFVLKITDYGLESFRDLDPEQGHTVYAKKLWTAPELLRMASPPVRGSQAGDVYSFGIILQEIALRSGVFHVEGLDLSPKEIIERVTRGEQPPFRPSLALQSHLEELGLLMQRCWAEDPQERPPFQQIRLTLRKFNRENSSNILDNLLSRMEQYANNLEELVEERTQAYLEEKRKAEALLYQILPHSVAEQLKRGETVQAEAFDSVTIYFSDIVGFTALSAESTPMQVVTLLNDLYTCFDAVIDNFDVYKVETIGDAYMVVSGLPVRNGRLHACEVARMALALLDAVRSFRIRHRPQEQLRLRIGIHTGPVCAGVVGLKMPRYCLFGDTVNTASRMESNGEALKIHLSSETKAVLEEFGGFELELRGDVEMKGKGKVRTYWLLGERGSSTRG
# TCR CD3 inh: blocks the human TCR-CD3 interaction; TAMRA-labeled TCR probe fluorescence, biochemical; inhibition, % at 9.4 µM; actives 0.37% (n = 360,000); AID 651800; in the data active = inhibition above about 19%;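 note: recombinant mutant TCR 2C K166C tagged with TAMRA read by polarization; 0% = receptor in buffer alone and 100% = receptor with positive control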
# SIAE inh: inhibitors of human sialic acid acetylesterase SIAE | inhibition, % at 9.66 µM | actives 0.69% (n = 370,000) | Q9HAT2 | SIAE FP-Rh probe binding, fluorescence polarization;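 active = inhibition above a cutoff: mean of compounds within the control limits plus 3 SD of those, cut at about 17% in these data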;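 note: 0% = plate median of compound wells and 100% = probe without SIAE protein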
# PRMT1 FP inh: PRMT1 (human) inhibition, primary screen; Q99873; actives 1.3% (n = 370,000); inhibition, % at 2.79 µM; recombinant PRMT1, activity-based probe fluorescence polarization;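 active = inhibition above about 21% made by adding two undisclosed values, limit read from the data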
# mABHD4 FP: ABHD4 (mouse) inhibition, primary FP screen. Q8VD66. purified mABHD4, FP-Rh probe fluorescence polarization. inhibition, % at 8.92 µM. actives 0.54% (n = 370,000);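 active = inhibition exceeding the mean over every tested compound plus 3 SD, cut at about 30% in these data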;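 note: 0% = plate median of compound wells and 100% = S159A mutant with DMSO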
#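 Test system: mouse ABHD4 enzyme, wild type. Reagent: FP-Rh fluorescent activity-based probe, added after compound pre-incubation. Timing: pre-incubation 45 min, probe exposure 60 min, at 25 °C. Technique: FP readout, ex 525 nm / em 598 nm. Benchmarks: high control S159A mutant with DMSO, low control median of compound wells.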
# NPR2 activator: GC-B (human) receptor activation. HEK293-GC-B cells, CNP EC30, cGMP TR-FRET; 0% at EC30 CNP, 100% saturating CNP. activation, % at 10 µM. P20594. actives 0.11% (n = 370,000);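 active = activation at 10 µM reaching about 35% in either raw or pattern-adjusted values, limit read from the data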
# HTRA1 inh: HTRA1 (human) protease inhibition; inhibition, % at 5.96 µM; actives 0.5% (n = 340,000); recombinant HTRA1, FP-rhodamine activity-based probe, fluorescence polarization; Q92743; in the data active = inhibition above about 36%;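 note: 0% = enzyme with DMSO and 100% = wells lacking enzyme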
# rCAG binder: molecules binding r(CAG) RNA repeats; r(CAG) RNA repeat, TO-PRO-1 dye displacement fluorescence; AID 651821; actives 1.3% (n = 370,000); inhibition, % at 3 µM;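 active = inhibition above the plate cutoff, the mean of all test compounds on that plate plus 3 SD, cut at about 35% in these data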;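 note: 0% = DMSO alone and 100% = 100 µM mitoxantrone as full dye displacement; higher means more dye released from RNA so lower well fluorescence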
# MBD2 DNA inh: MBD2-methylated oligo binding inhibition | AID 686964 | TR-FRET, MBD2 binding to methylated oligonucleotide | inhibition, % at 4.4 µM | actives 0.31% (n = 370,000); in the data active = inhibition above about 13%
# UHRF1 binding: human UHRF1 methylated DNA binding inhibitors; Q96T88; UHRF1 binding to methylated oligo, TR-FRET; inhibition, % at 4.4 µM; actives 0.75% (n = 370,000); AID 687016; in the data active = inhibition above about 21%;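 note: UHRF1 SRA domain binding a hemimethylated CpG hairpin DNA probe; 0% = median of test compound wells and 100% = reference inhibitor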
# An asterisk follows results filed as active; . = no result given. Only part of the results is shown; count on the stated rates, not on these rows.
SMILES,GC-A act,TCR CD3 inh,SIAE inh,PRMT1 FP inh,mABHD4 FP,NPR2 activator,HTRA1 inh,rCAG binder,MBD2 DNA inh,UHRF1 binding
COc1cc(/C=C2\SC(=O)N(CC(=O)Nc3cccc(C)c3)C2=O)cc([N+](=O)[O-])c1O,-9,-4,-4,9,31*,-9,.,27,-4,0
CC1(C)NC(=O)N(CC(O)CN(Cc2ccccc2)Cc2ccccc2)C1=O (stereo not given),0,0,6,-4,5,-2,-4,-8,-1,-1
CCc1ccc(-n2c(=O)c3ccccc3n(CC(=O)NCc3ccco3)c2=O)cc1,0,6,0,0,-1,1,-8,1,-3,-2
CN1C(=O)[C@H]2[C@@H](C3CC3)N3C(=O)CN(Cc4ccc(-c5ccccc5)cc4)C(=O)[C@@]3(C)[C@H]2C1=O,12,-4,4,1,0,2,-3,-4,3,-2
C=CCNC(=O)c1cc(Cl)ccc1Cl,-3,-2,-6,-4,-4,8,1,-1,4,-5
O=C(CSc1nnc(Nc2ccccc2)s1)NC1CCCC1,0,-8,9,1,-1,-3,9,-1,0,-1
O=C(Cn1c(=O)[nH]c2ccccc2c1=O)Nc1ccc2c(c1)OCO2,4,8,11,-3,12,5,9,8,1,-1
CCOc1cc(N2CCOCC2)c(OCC)cc1NC(=O)CSc1ncccn1,3,9,6,-2,1,4,-4,-11,0,-2
COC(=O)C[C@H]1C=C[C@@H](C(C(=O)OC)C(=O)OC)CN1C(C)=O,0,0,1,0,6,6,1,-1,4,4
CCc1ccc(N(CC(=O)NC(C)C)C(=O)CCC(=O)Nc2nccs2)cc1,1,-6,-2,3,-4,3,-4,-4,9,3
CC(=O)Nc1ccc(S(=O)(=O)N(C)c2ccc(OCC(=O)NCCc3ccccc3F)cc2)cc1,1,1,-9,0,-6,3,-16,5,4,-2
Cc1ccc(Cc2cnc(N)s2)o1,-2,21*,-2,40*,10,7,11,22,20*,54*
COC(=O)C1=C(C(=O)OC)[C@@H]2N(C)c3ccc(OC)cc3[C@@]23C[C@@H](C(=O)OC)N(C(=O)CC(C)C)C3=N1,-9,-13,-8,6,-17,-17,-3,10,6,1
CCCCC(=O)NC(=S)Nc1cc(C(=O)O)ccc1Cl,2,-3,3,-3,-3,-1,0,2,-2,-2
O=C(CSc1nnc(NC(=O)C2CCC2)s1)Nc1ccccc1,-4,0,8,-3,0,4,0,-1,4,0
Cc1cc(C)c2c(N)c3cccc(C)c3nc2n1,8,-5,-2,3,2,-1,12,15,25*,29*
Cc1ccc(-n2ncc(C(=O)NCc3ccc4c(c3)OCO4)c2NC(=O)c2ccco2)cc1C,-4,1,5,-2,4,4,-8,5,0,0
CNC(=O)COC(=O)c1ccc(NS(=O)(=O)c2ccc3c(c2)OCCO3)cc1,2,-10,6,0,-1,-3,1,0,2,-1
O=c1cc(C(F)(F)F)[nH]c2ccccc12,0,1,2,1,7,4,-2,0,11,0
O=c1ccc(Cc2ccccn2)n[nH]1,-3,2,-1,-1,2,-3,-2,4,-7,2
COc1ccc(C(=O)/C=C/Nc2ccc(NC(C)=O)cc2)cc1OC,0,-2,-3,-1,1,4,2,4,0,0
CCC(C)(C)n1nnnc1C(c1cccnc1)N1CCC(Cc2ccccc2)CC1 (stereo not given),-4,4,1,-1,-1,3,-2,-2,6,-1
C=CCn1c(SCn2nnc3ccccc3c2=O)nnc1-c1ccc(Cl)cc1,0,-7,-7,1,-7,2,-1,2,8,4
COc1ccccc1CN(C)C(=O)CNC(=O)c1cccc(Cl)c1,1,2,-2,-1,-2,1,-7,-5,3,1
COC(=O)c1ccc(C23CC4(C2)[C@H](CN(CC2CCCCC2)[C@@H]4c2ccccc2)C3c2ccc(Cl)nc2)cc1 (stereo not given in full),-2,-6,-1,2,-2,1,-28,13,3,5
# The list continues.
SMILES,GC-A act,TCR CD3 inh,SIAE inh,PRMT1 FP inh,mABHD4 FP,NPR2 activator,HTRA1 inh,rCAG binder,MBD2 DNA inh,UHRF1 binding
C=C1SC(Nc2c(C)cccc2C)=NC12CCCCC2,3,-1,-1,-2,7,2,.,-6,1,4
CN1CCN(c2cc(-c3ccc4ccccc4c3)nc3ccnn23)CC1,-1,6,-4,3,6,-5,.,4,-2,-2
NC(=O)c1ccc[n+](CC(=O)c2ccc(NC(=O)c3ccccc3)cc2)c1,2,1,-6,-5,-6,1,0,7,3,0
C/C(=N\NC(=O)c1cccc(N/N=C(\C)c2ccccc2)c1)c1ccccc1,-2,1,13,0,8,-1,12,13,-3,-3
CCOc1ncccc1C(=O)OCC(=O)N(CC(C)C)c1c(N)n(Cc2ccccc2)c(=O)[nH]c1=O,1,8,0,2,6,0,-7,-2,-7,0
Cc1ccc(NC(=O)CSc2nc(N)cc(=O)[nH]2)cc1S(=O)(=O)N1CCCCCC1,-5,11,-45,12,-54,-3,-24,23,5,4
CCCS(=O)(=O)NC(=O)C1(C)CCCN(C(=O)c2cc(F)ccc2C)C1 (stereo not given),3,-1,1,-2,-1,6,.,4,1,-1
COC(=O)c1sccc1NC(=O)Nc1cc(OC)ccc1OC,-1,6,12,-2,2,-6,-5,-2,-1,-1
O=C(/C=C/c1cc([N+](=O)[O-])ccc1OC(F)F)Nc1cccc([N+](=O)[O-])c1,13,7,-1,1,-3,9,-2,-1,-3,-1
Cc1ccc(NC(=O)c2cc(C)nc3ccccc23)cc1,2,6,-4,-3,0,-8,-1,1,0,0
CC1(c2nnc(Cc3ccccc3)o2)CC(c2cccc(F)c2)=NO1 (stereo not given),0,1,3,1,2,5,-10,-5,0,1
Cc1ccc(CNCc2cccnc2)s1,0,-6,-5,5,2,6,-6,-1,-1,26*
O=C(Cc1ccc(Br)cc1)Nc1ccccc1N1CCCC1,0,6,0,4,-4,3,0,-5,-3,0
Cc1nc(NC(=O)CSc2nnnn2C)sc1C,1,4,1,-2,0,-1,-8,-1,0,-2
O=C1CCC/C1=C/Nc1ccc2c(c1)OCO2,-5,11,11,5,20,-4,13,7,-5,-3
CCOC(=O)CC(=O)CSc1nc2ccccc2c(=O)n1-c1ccc(C(=O)N2CCOCC2)cc1,1,1,0,6,0,7,0,1,2,4
Cc1cc(Cl)ccc1OCC(=O)OC(C)C(=O)NC(N)=O (stereo not given),3,-2,1,1,2,-7,1,-5,1,0
CCCNC(=O)c1ccc(N2CCC3(CC2)CC(c2cccc(Br)c2)=NO3)c(NC(=O)c2ccccc2)c1,-4,5,-18,3,-3,7,-17,3,-1,-1
N#CCCN(C(=O)CN1C(=O)NC2(CCCC2)C1=O)c1ccccc1F,0,8,-3,-2,-1,6,-1,-3,-1,-2
Cc1[nH][nH]c(=O)c1C,1,8,-3,-3,0,6,11,1,-5,0
O=C(c1cccs1)N1CCN(c2nc3ccccc3s2)CC1,-2,6,1,-1,-3,-1,1,-4,-1,2
CCOc1ccc(NC(=O)c2ccc(NC(=O)COC(=O)c3ccc(NC(=O)CC#N)cc3)cc2)cc1,-1,8,-124,-8,-27,0,-37,12,12,24*
CC(C)C(=O)N(c1ccc2oc(=O)sc2c1)S(=O)(=O)c1cccs1,1,5,-10,53*,-9,-7,19,9,2,-2
N=c1c2c(n(Cc3ccc(F)cc3)c3c1CCC3)CCCC2,0,-6,-11,4,-13,2,7,6,6,4
O=c1c2ccccc2[nH]c(=S)n1CCc1ccccc1,1,5,-8,-4,-2,-11,-7,0,1,-2

# 13 entries already listed, arranged by count of non-hydrogen atoms, ascending:
SMILES,GC-A act,TCR CD3 inh,SIAE inh,PRMT1 FP inh,mABHD4 FP,NPR2 activator,HTRA1 inh,rCAG binder,MBD2 DNA inh,UHRF1 binding
Cc1[nH][nH]c(=O)c1C,1,8,-3,-3,0,6,11,1,-5,0
O=C1CCC/C1=C/Nc1ccc2c(c1)OCO2,-5,11,11,5,20,-4,13,7,-5,-3
Cc1nc(NC(=O)CSc2nnnn2C)sc1C,1,4,1,-2,0,-1,-8,-1,0,-2
Cc1cc(Cl)ccc1OCC(=O)OC(C)C(=O)NC(N)=O (stereo not given),3,-2,1,1,2,-7,1,-5,1,0
N=c1c2c(n(Cc3ccc(F)cc3)c3c1CCC3)CCCC2,0,-6,-11,4,-13,2,7,6,6,4
COC(=O)c1sccc1NC(=O)Nc1cc(OC)ccc1OC,-1,6,12,-2,2,-6,-5,-2,-1,-1
CC(C)C(=O)N(c1ccc2oc(=O)sc2c1)S(=O)(=O)c1cccs1,1,5,-10,53*,-9,-7,19,9,2,-2
N#CCCN(C(=O)CN1C(=O)NC2(CCCC2)C1=O)c1ccccc1F,0,8,-3,-2,-1,6,-1,-3,-1,-2
O=C(/C=C/c1cc([N+](=O)[O-])ccc1OC(F)F)Nc1cccc([N+](=O)[O-])c1,13,7,-1,1,-3,9,-2,-1,-3,-1
Cc1ccc(NC(=O)CSc2nc(N)cc(=O)[nH]2)cc1S(=O)(=O)N1CCCCCC1,-5,11,-45,12,-54,-3,-24,23,5,4
CCOC(=O)CC(=O)CSc1nc2ccccc2c(=O)n1-c1ccc(C(=O)N2CCOCC2)cc1,1,1,0,6,0,7,0,1,2,4
CCOc1ncccc1C(=O)OCC(=O)N(CC(C)C)c1c(N)n(Cc2ccccc2)c(=O)[nH]c1=O,1,8,0,2,6,0,-7,-2,-7,0
CCCNC(=O)c1ccc(N2CCC3(CC2)CC(c2cccc(Br)c2)=NO3)c(NC(=O)c2ccccc2)c1,-4,5,-18,3,-3,7,-17,3,-1,-1

# Later entries:
SMILES,GC-A act,TCR CD3 inh,SIAE inh,PRMT1 FP inh,mABHD4 FP,NPR2 activator,HTRA1 inh,rCAG binder,MBD2 DNA inh,UHRF1 binding
Cc1ccc(-c2cc(C(F)F)n3ncc(C(=O)N4CCN(c5ccccn5)CC4)c3n2)cc1,3,4,4,-2,3,2,-1,3,3,-1
COc1ccc(C2/C(=C(\O)c3ccc4c(c3)OCCO4)C(=O)C(=O)N2Cc2ccco2)c(OC)c1 (stereo not given),-5,-8,2,20,-15,-1,2,19,4,-4
Cc1cccc(NC(=O)CN(C)S(=O)(=O)c2cnc[nH]2)c1C,3,-1,5,-2,-4,5,4,2,-1,0
COC(=O)CCN(c1ccccc1)S(=O)(=O)c1cc(-c2cc(C)no2)ccc1C,-4,3,1,-3,4,-5,-13,0,-2,0
CC(C)CCNC(=O)C(=O)Nc1ccc2c(c1)N(S(=O)(=O)c1cccs1)CCC2,-2,-4,-12,-1,-10,5,-25,4,2,0
C=CCSc1ncc(C#N)c(N)n1,-1,-3,-6,4,-4,-1,2,1,-2,0
COC(=O)C1=C(N)Oc2cc(C)n(Cc3ccco3)c(=O)c2C1c1cccc(Cl)c1 (stereo not given),-22,13,-4,0,-21,-23,-32,3,5,1
O=C(CC1(O)C(=O)Nc2ccc(Br)cc21)c1ccc2c(c1)OCO2 (stereo not given),-3,-2,-4,1,0,-2,1,0,3,2
CCOc1cccc(C(=O)Nc2cccnc2)c1,4,12,8,1,-1,-1,0,0,1,1
COc1ccccc1CNC(=O)CCS(=O)(=O)Cc1ccc(C)cc1,3,-1,-1,-1,6,0,8,-4,-4,0
COc1cc(-c2nc(-c3ccccc3)c(-c3cccs3)[nH]2)cc(OC)c1OC,9,6,12,-1,1,0,8,7,5,-2
CC(=O)NC(c1ccc(C(C)C)cc1)c1ccc2cccnc2c1O (stereo not given),7,-1,23*,-5,13,1,66*,3,1,-9
CCOC(=O)CC(NC(=O)CCc1c(C)nc2nc(C)nn2c1C)c1ccc(C)cc1 (stereo not given),0,0,-1,1,3,2,0,-5,1,-1
